Granule exo inh: LAMP-1 surface exposure blockers, TALL-104 cells – cell-based, flow cytometry, MLPCN library, primary screen | 0.66% of 360,000 active | TALL-104 LAMP-1 surface exposure; cells stimulated with thapsigargin and PMA | inhibition, % at 10 µM;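 active means inhibition above about 55%, limit read from the data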
aDG glyco act: activators of alpha-DG glycosylation, primary screen, uHTS, Pro5-aDG cells, AlphaScreen; activation, % at 10 µM; alpha-DG glycosylation AlphaScreen (IIH6); 0% Pro5, 100% B10-LARGE cell signal; 0.22% of 360,000 active;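 active means activation of at least 8% versus controls, or a plate z-score of at least 8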;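 further: Pro5 are CHO cells carrying HIG-tagged alpha-DG that lacks glycosylation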
TRPM1 prom inh: inhibitors of MITF-dependent TRPM1 promoter reporter, primary screen, cell-based, SK-MEL-5, single point, luciferase. SK-MEL-5 TRPM1 promoter luciferase, 24 h. inhibition, % at 12.5 µM. 0.83% of 330,000 active. AID 488899, 2010;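 active means mean inhibition across replicates of 60% or more, whatever share of single replicates reaches that level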; further: values of inactives mirror those of a sister screen read the other way
Peg3 promoter: Peg3 promoter-driven luciferase inhibitors, primary screen, cell-based, HeLa, luciferase luminescence; HeLa PEG-Prom luciferase reporter, overnight; inhibition, % at 20 µM; 1.7% of 360,000 active; AID 588405, 2011;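 active means inhibition of at least 50% at 20 µM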
HIF-2a block: HIF-2a reporter inhibitors, primary screen, luminescence, 786-0 RCC cells | 786-0 RCC cells HIF-2a reporter, luciferase luminescence, overnight | AID 624352, 2012 | inhibition, % at 18.8 µM | 0.72% of 360,000 active;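 active means inhibition of the luminescence signal of 40% or more relative to plate controls, in a single-dose primary screen at 18.75 µM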
NR2E3 ag-1: NR2E3 agonists in two-hybrid cells, primary screen, cell-based, luminescence, CHO-S, Gal4-NCOR/VP16-NR2E3 | Photoreceptor-specific nuclear receptor (Homo sapiens), Q9Y5X4 | luciferase | inhibition of corepressor binding, % at 3.98 µM | 0.35% of 360,000 active | AID 602229, 2012;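 active means inhibition above the mean of all tested compounds plus 3 SD, cut at about 70% in these data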;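 further: 0% = DMSO with NR2E3 transfected cells and 100% = cells lacking NR2E3 construct; higher means lower luciferase signal from less NR2E3 corepressor binding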
Target sequence (Q9Y5X4 whole entry, looked up, the tested form may be a part): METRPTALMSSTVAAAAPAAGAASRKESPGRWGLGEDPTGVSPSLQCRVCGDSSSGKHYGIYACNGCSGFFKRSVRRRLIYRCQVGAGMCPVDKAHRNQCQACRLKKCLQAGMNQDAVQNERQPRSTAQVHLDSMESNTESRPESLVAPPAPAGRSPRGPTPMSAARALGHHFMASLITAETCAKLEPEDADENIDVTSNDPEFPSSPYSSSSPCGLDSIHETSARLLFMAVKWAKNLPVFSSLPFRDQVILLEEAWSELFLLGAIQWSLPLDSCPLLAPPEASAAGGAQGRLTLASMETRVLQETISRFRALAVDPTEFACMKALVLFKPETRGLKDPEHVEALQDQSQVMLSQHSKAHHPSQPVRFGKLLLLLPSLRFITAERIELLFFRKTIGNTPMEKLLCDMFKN
CaV13 ICDI inh: Primary screen for inhibitors of IQ motif and Ca2+-dependent inactivation inhibitor domain binding in CACNA1D, Förster resonance energy transfer in living cells, …. AID 743397. inhibition, % at 12.3 µM. HEK cells, CFP/YFP FRET ICDI-IQ, plate reader, 10 min; percent FRET-ratio fall versus neutral wells. 0.098% of 340,000 active;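 active means mean replicate inhibition of at least 30% and at least 1% of replicates passing that level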;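 further: 0% = median of the neutral control wells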
iPSC survival up: enhancers of single-cell hiPSC survival, primary screen, ATPlite luminescence; AID 602274, 2012; survival enhancement, % at 20 µM; 0.044% of 360,000 active; 100% = ROCK inhibitor wells, 0% = DMSO; in the data active means survival enhancement above about 18%;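 further: cells exposed to compounds for 16 hours before the ATP read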
Vif imaging: HIV Vif self-association inhibitors, primary screen, imaging, HEK293T, single point; HEK293T cells, Vif self-association by quenched fluorescence, 24 h; 0.35% of 340,000 active; AID 602346, 2012; inhibition, % at 7.49 µM; in the data active means inhibition above about 50%, passing the limit was not always enough; further: some results filed as inactive read as strong as hits
NR2E3 ag-2: inhibitors of NR2E3-RetCOR corepressor binding, primary screen, NR2E3 agonist project, biochemical, TR-FRET, GST-NR2E3, biotin-RetCOR | Photoreceptor-specific nuclear receptor (Homo sapiens), Q9Y5X4 | AID 2300, 2010 | 1536-well | 0.12% of 320,000 active | inhibition of corepressor binding, % at 4.78 µM;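 active means percent inhibition above the cutoff of mean plus 3 SD of all tested compounds, set per screening campaign, cut at about 20% in these data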;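 further: 0% = DMSO wells and 100% = biotin wells as full block of FRET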
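Material: NR2E3–RetCOR corepressor complex / Amount: 1.35 nM GST-NR2E3 / Medium: Tris pH 7.5 / Compound: single nominal compound dose of 4.8 µM / Incubation: 5 h at 4 °C / Technique: TR-FRET, Eu(K)-anti-GST donor, streptavidin-D2 acceptor, ex 340, em 617/671 nm / Read-out basis: percent loss of FRET ratio relative to control wells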
PDI turbidity: inhibitors of human PDI, primary screen, biochemical, turbidity, single point, plate reader; Protein disulfide-isomerase (Homo sapiens), P07237; PDI insulin aggregation turbidity, A650, 90 min; inhibition, % at 10 µM; 0.052% of 350,000 active;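 active means mean inhibition across replicates of 30% or more, whatever share of single replicates reach that level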;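 further: absorbance from insulin aggregation driven by PDI reduction with DTT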
Target sequence (P07237 whole entry, looked up): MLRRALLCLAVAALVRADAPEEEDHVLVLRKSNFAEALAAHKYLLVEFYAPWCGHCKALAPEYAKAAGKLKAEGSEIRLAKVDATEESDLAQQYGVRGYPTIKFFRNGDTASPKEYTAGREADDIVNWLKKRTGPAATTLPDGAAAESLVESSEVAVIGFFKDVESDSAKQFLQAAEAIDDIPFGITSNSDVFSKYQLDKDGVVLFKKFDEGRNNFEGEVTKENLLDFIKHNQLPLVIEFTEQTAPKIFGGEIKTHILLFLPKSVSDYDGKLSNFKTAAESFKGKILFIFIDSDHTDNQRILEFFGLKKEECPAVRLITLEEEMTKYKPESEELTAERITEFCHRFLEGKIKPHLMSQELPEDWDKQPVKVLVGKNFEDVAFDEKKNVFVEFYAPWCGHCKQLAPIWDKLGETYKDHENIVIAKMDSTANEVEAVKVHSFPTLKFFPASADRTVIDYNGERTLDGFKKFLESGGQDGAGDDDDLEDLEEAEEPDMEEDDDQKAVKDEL
Active calls of the source: *; x = no result given.

Each structure is followed by: Granule exo inh, aDG glyco act, TRPM1 prom inh, Peg3 promoter, HIF-2a block, NR2E3 ag-1, CaV13 ICDI inh, iPSC survival up, Vif imaging, NR2E3 ag-2, PDI turbidity
CC1CCCN(CCCNC(=O)c2cc3c(s2)-c2ccccc2OC3)C1 (stereo not given)
    3, 1.1, 30, 75*, -9, 9, -17, -0.2, -24, 2, -1
CCOc1ccc(NS(=O)(=O)c2cc(NC(=O)CCC(=O)c3cccs3)ccc2Cl)cc1
    9, 0.4, -7, 30, 12, -37, -6, -0.9, 1, 3, -4
COc1ccccc1CNC(=O)C(=O)NCC1OCCN1S(=O)(=O)c1cccs1 (stereo not given)
    3, 0.0, 15, 26, -2, 11, 5, -0.4, -23, -3, 0
Cc1oc(-c2cccs2)nc1CNC[C@H]1O[C@@H](n2cnc3c(N)ncnc32)[C@H](O)[C@@H]1O
    3, -0.1, -6, 6, 5, -10, -6, -0.4, -1, x, -4
O=C(NC(=S)NC1CCSC1=O)c1ccccc1Cl (stereo not given)
    -1, 0.1, 1, -40, -11, -22, -6, 0.0, x, 1, -2
COc1ccc(CCNC(=O)N[C@@H](Cc2ccccc2)C(=O)O)cc1
    -5, 0.3, -2, 3, 6, -4, -3, -0.4, 12, -1, -3
O=C1CC(c2ccccc2)CC(=O)C1Sc1ccc(Cl)cc1 (stereo not given)
    -6, 0.1, 4, 8, 16, 5, -7, -0.5, 0, -1, 2
COc1ccc(CCC(=O)NCCCNC(=O)CCc2ccc(OC)cc2)cc1
    0, -0.1, 9, 10, 13, -16, -5, -0.4, 0, 3, 0
CCn1c(SCc2ccc(C#N)cc2)nnc1-c1cccc(Cl)c1
    -10, -0.1, 3, 10, 14, 3, -9, -1.3, -8, 1, 1
Cc1ccc(S(=O)(=O)Oc2ccc(/C=C3\C(=N)N4N=C(S(C)(=O)=O)SC4=NC3=O)cc2)cc1
    -4, -0.4, -5, -29, -3, -6, -17, 0.1, -3, 1, 7
O=C(CC1CCCCC1)Nc1c2c(nn1-c1ccc(F)cc1)CS(=O)(=O)C2
    -1, 1.4, -2, -5, 1, -14, -8, 0.7, x, -1, -3
O=C(NCc1ccccc1)C1CCN(C(=O)NCc2ccccc2)CC1
    2, 0.1, 7, 11, 19, -21, -6, -3.5, -6, -2, -1
O=C(COc1ccc([N+](=O)[O-])cc1)NNC(=S)NC(=O)c1ccc(Br)cc1
    2, 0.8, -2, -2, -31, -38, -4, -0.4, 0, 1, -1
Cn1c(SCCC#N)nnc1-c1ccccc1F
    0, -0.4, -8, -5, 8, -4, 7, -0.5, -4, -3, -1
C=CCn1c(SCc2n[nH]c(=S)n2-c2ccccc2)nnc1-c1ccccc1
    2, -0.1, 8, 6, 15, 24, 9, 1.3, 6, -1, -8

Results in NR2E3 ag-2 and PDI turbidity, for two of the compounds above:
Structure,NR2E3 ag-2,PDI turbidity
CCn1c(SCc2ccc(C#N)cc2)nnc1-c1cccc(Cl)c1,1,1
Cc1ccc(S(=O)(=O)Oc2ccc(/C=C3\C(=N)N4N=C(S(C)(=O)=O)SC4=NC3=O)cc2)cc1,1,7

Next section:
Each structure is followed by: Granule exo inh, aDG glyco act, TRPM1 prom inh, Peg3 promoter, HIF-2a block, NR2E3 ag-1, CaV13 ICDI inh, iPSC survival up, Vif imaging, NR2E3 ag-2, PDI turbidity
CCc1ccc(C(=O)/C=C2\Sc3ccccc3NC2=O)cc1
    2, -0.3, 5, -46, -50, -47, -4, -0.4, 12, 2, -5
Nc1nnc(SCC(=O)NNC(=O)c2ccc(Cl)cc2)s1
    0, -0.3, 5, 6, 6, 10, -5, 2.8, 6, 4, -13
O=C(NCc1nnc(SCC(=O)N2CCOCC2)o1)c1ccccc1
    -8, -0.3, x, -8, -1, 20, -7, 0.3, 7, x, 0
CN(C(=O)COn1nnc2ccc(Cl)cc21)C1CCS(=O)(=O)C1 (stereo not given)
    -2, -0.1, -1, 0, -3, -9, -4, -0.6, -3, x, 0
COc1ccc(/C=N/NC(=O)c2[nH]c3ccc(Br)cc3c2-c2ccccc2)c(C(=O)O)c1OC
    -4, -0.1, 16, 2, 12, -46, 3, -0.4, 2, -3, -3
Cc1cc(C)c(C(=O)c2ccc(C(=O)NC(C)(C)C)cc2)c(C)c1
    -1, 0.5, 1, 20, 16, 1, -5, -1.7, -18, 2, 3
CCOC(=O)N1CCN(C(=O)CCN2C(=O)/C(=C\c3cccc(OC)c3)SC2=S)CC1
    -8, 0.5, -4, 43, 14, -21, -3, -0.4, 18, 0, 3
COc1cccc(CNC(=O)CCC2CCCN(C(=O)CCn3cncn3)C2)c1 (stereo not given)
    -4, 0.8, -2, 14, -11, -8, 3, -0.2, 13, -7, -9
O=C(NCC1CCCO1)C(c1ccc(F)cc1)N(Cc1ccc2c(c1)OCO2)C(=O)c1ccc(CN2CCOCC2)o1 (stereo not given)
    2, 0.0, 11, 5, 12, 1, 0, 0.4, x, 1, 2
CCN(CC)S(=O)(=O)c1cccc(S(=O)(=O)c2cccc(S(=O)(=O)N(CC)CC)c2)c1
    16, 0.8, -4, 30, 18, 9, -6, -1.8, -8, 1, 3
CCCCC(=O)Nc1ncc([N+](=O)[O-])s1
    0, 0.0, -24, -11, -86, -9, -17, -0.2, 0, -1, 0
COc1cc(OC)cc(C(=O)N[C@H](C(=O)NCc2ccccc2)C(C)C)c1
    15, 0.1, -1, 18, 19, -8, -20, -0.3, x, 3, -4
O=c1ccn(-c2cccc(C(F)(F)F)c2)nc1-c1ccn(-c2ccccc2)n1
    -5, 0.3, 7, 30, 31, 34, x, 1.0, -4, -2, 4
CCN(CC)c1ccc(/C=N/NC(=O)OC(C)(C)C)cc1
    -1, -0.1, -75, -190, -213, -44, -5, -0.1, 4, -3, 4
CCC(=O)N1CCc2cc(S(=O)(=O)CCC(=O)NCCc3ccc(OC)c(OC)c3)ccc21
    -1, -0.1, 4, 9, 14, 8, x, -1.2, 9, -4, -2
CCCNC(=S)NC1CC2CCCC(C1)N2Cc1ccccc1OC (stereo not given)
    2, 0.0, x, -3, 4, -47, -9, -1.7, 18, x, 4
C=CCN1c2ccccc2[C@]23C[C@@H](C(=O)OC)N(C(=O)CC(C)C)C2=NC(C(=O)OC)=C(C(=O)OC)[C@H]13
    -11, -0.3, 4, 21, 2, -45, -6, -2.4, -4, 4, -3
O=C(COC(=O)c1cc(=O)[nH]c2ccccc12)Nc1cccc(S(=O)(=O)N2CCOCC2)c1
    -3, -0.1, 0, 11, 13, -17, -14, 0.2, -4, -3, -3
CCCOc1ccc(C(=O)NC(=S)N2CCN(c3ncc4c(=O)c(C(=O)O)cn(CC)c4n3)CC2)cc1
    -7, -0.2, x, 9, -4, -21, -5, 3.0, 2, x, 20
CCOC(=O)C(C)Sc1nc2c(cnn2-c2ccc(C)cc2)c(=O)[nH]1 (stereo not given)
    2, 0.0, 1, 17, 30, -33, -4, 5.9, 4, 3, 1
CCN(CC)S(=O)(=O)c1ccc2c(c1)oc(=O)n2CC(=O)NC1CCCCC1
    -2, -0.4, 9, -1, 3, -14, -4, -0.5, 2, -2, -3
COc1ccc(CC(=O)N2CCC(Nc3nc4ccccc4n3Cc3ccc(F)cc3)CC2)cc1
    -1, 1.1, 5, 21, 26, -22, -4, -2.8, 1, 3, -10
CC(=O)N1c2ccc(S(=O)(=O)N3CCC(C(=O)NCc4ccc(Cl)cc4)CC3)cc2CC1C (stereo not given)
    1, 0.1, -1, 13, 17, 9, -2, 0.2, 15, 4, 14
CCC(CC)C(=O)N1N=C(c2ccc(NS(C)(=O)=O)cc2)CC1c1ccc(C)cc1 (stereo not given)
    -4, 0.0, 8, 22, 1, 1, -1, -0.3, -10, 0, -3
COc1ccc(OC)c(S(=O)(=O)N2CCN(C(=O)NC3CCCCC3)CC2)c1
    -1, -0.1, x, -6, 2, 11, -5, 0.0, -3, 3, -1
Cc1ccc(S(=O)(=O)N2CCCC2CNC(=O)C(=O)NCc2ccc3c(c2)OCO3)cc1 (stereo not given)
    -1, -0.1, x, 23, 21, -11, -11, 1.5, -1, x, 12
O=C(c1ccc(Br)cc1)N1CCCC(c2nc(-c3cccs3)no2)C1 (stereo not given)
    -4, 0.5, x, 13, 1, -22, -6, 1.1, 0, 2, 5
O=C1OC(c2ccc(Cl)cc2)=C/C1=C/c1cccnc1
    -4, -0.1, x, 44, 9, -11, -19, 1.2, -15, -2, -2
O=C(O)/C(=C/c1cccnc1)NC(=O)c1ccccc1
    3, 0.0, -1, -4, 12, 11, -6, 2.2, 2, -3, -16
CC(C)c1ccc(NC(=O)c2cccc(NC3=NC4CS(=O)(=O)CC4S3)c2)cc1 (stereo not given)
    -2, -0.1, x, -57, -30, 1, -8, 5.3, -3, -3, x
CS(=O)(=O)N1CCN(C(=O)c2csc3ccccc23)CC1
    2, 0.0, 4, 6, 7, 17, -6, -3.4, -3, 3, 5
C/C(N)=C(/C#N)C(=O)CSc1nc2scc(-c3ccccc3)c2c(=O)n1C
    -3, 0.0, 3, 15, -9, -2, -17, 1.7, 4, 2, -1
CCOC(=O)c1cc(-c2ccc(N3CCOCC3)cc2)nn1-c1ccccc1
    1, 0.3, 8, 12, 6, 7, -3, 0.4, -12, -1, 2

Bioassay records deposited in PubChem by several laboratories.
